# D2 antagonist = antagonizes the human D2 dopamine receptor; P14416; HEK293 TREx D2 cells, calcium flux, dopamine EC80; inhibition, % at 10 µM; actives 2% (n = 340,000); in the data active = inhibition above about 30%; also: 0% is about no effect
#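 Tetracycline-induced HEK293 T-REx cells expressing D2 force-coupled to calcium signalling were dye-loaded, exposed to compound for 180 s, then challenged with an EC80 of dopamine; calcium flux was followed kinetically for a further 180 s.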
# TRHR PAM = TRH receptor (human) allosteric enhancement | P34981 | TRHR cells, fluo-8 calcium fluorescence, EC20 TRH enhancement | enhancement, % at 2 µM | actives 0.66% (n = 360,000); in the data active = enhancement above about 30%; also: 0% is about no effect
#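 TRHR-expressing cells loaded with fluo-8 calcium dye were read kinetically (ex 480/em 530) during compound addition, then stimulated with an EC20 of TRH (10 nM final). Enhancement of the Gq-mediated intracellular calcium response was scored.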
# D1 agonist = human D1 receptor agonism; HEK293 T-REx D1 cells, calcium flux, agonist mode; actives 1% (n = 360,000); P21728; activation, % at 2 µM; in the data active = activation above about 30%; also: 0% is about no effect
#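 Agonism was scored from calcium flux recorded over 180 s (1 read/s) after pintool compound addition, following a 10-cycle baseline. Cells were inducible force-coupled HEK293 TREx D1, plated overnight at 30 C and loaded with no-wash calcium dye.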
# RXFP1 antagonist = RXFP1 (human) relaxin receptor antagonism; Q9HBX9; activity change, negative = inhibition, % at 57.5 µM; actives 0.59% (n = 350,000); AID 1259400; HEK293-RXFP1, relaxin-stimulated cAMP HTRF, 30 min; active compounds read low;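 active = activity change of -60% or lower, but not beyond a set lower limit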; also: % is scaled to controls: 0 for no effect and ±100 for the full control effect
# Target sequence (Q9HBX9 whole entry, looked up): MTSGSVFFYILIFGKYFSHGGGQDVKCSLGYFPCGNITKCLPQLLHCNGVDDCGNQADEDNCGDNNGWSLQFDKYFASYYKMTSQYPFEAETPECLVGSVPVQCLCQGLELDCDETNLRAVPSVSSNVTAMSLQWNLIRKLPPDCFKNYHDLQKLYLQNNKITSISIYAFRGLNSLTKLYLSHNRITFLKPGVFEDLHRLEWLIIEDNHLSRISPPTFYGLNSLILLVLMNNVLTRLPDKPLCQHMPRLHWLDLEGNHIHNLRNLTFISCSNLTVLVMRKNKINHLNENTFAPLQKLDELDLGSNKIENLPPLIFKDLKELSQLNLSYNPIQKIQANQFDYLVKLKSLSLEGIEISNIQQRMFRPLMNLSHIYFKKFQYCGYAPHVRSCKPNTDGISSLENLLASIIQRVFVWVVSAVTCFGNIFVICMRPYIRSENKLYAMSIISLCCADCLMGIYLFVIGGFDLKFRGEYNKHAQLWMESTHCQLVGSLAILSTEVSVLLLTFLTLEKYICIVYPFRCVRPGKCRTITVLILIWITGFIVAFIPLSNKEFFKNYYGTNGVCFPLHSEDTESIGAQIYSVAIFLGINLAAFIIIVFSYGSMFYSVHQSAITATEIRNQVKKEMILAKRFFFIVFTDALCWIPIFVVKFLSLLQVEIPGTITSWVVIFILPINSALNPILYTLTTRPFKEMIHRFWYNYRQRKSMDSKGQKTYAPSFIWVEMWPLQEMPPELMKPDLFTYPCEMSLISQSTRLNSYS
# RXFP1 agonist = RXFP1 (human) receptor agonism; HEK293T-RXFP1 cAMP TR-FRET, 30 min; response scale: percent of porcine relaxin response, buffer zero; AID 2676; actives 0.3% (n = 370,000); Q9HBX9; Potency, µM (titrated, usually from 57.5 µM), for the others: at the top dose activation, usual class: activators; active = well fitted activation curve with a large enough effect; also: potency is read from the fitted curve at half-maximal effect; % is scaled to controls: 0 for no effect and ±100 for the full control effect; nearly all actives have a fitted effect of over 60% in size; many of its hits are not listed in these tables
#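 HEK293T cells stably expressing RXFP1 were pretreated with the PDE4 inhibitor Ro 20174, exposed to compounds for 30 min at 37C, lysed, and cAMP was read by TR-FRET. Data normalized to buffer (basal) and 29 nM porcine relaxin (100%).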
# D2 PAM = positive allosteric modulators of human D2 dopamine receptor | AID 485347 | HEK293 T-REx D2, calcium flux, EC20 dopamine potentiation | potentiation, % at 10 µM | actives 0.34% (n = 340,000);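 active = potentiation over 3 SD above the plate norm, cut at about 30% in these data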; also: 0% is about no effect
#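 Using a no-wash calcium dye in inducible, force-coupled HEK293 Trex cells expressing D2, we tracked fluorescence each second for 180 s after compound, then for 180 s after EC20 dopamine to detect augmented signalling.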
# D1 antag = human D1 dopamine receptor antagonism | P21728 | HEK293 TREx D1 cells, calcium flux, dopamine EC80; active compounds read low | activity change, negative = inhibition, % at 10 µM | actives 3.2% (n = 360,000); in the data active = activity change below about -30%; also: % is scaled to controls: 0 for no effect and ±100 for the full control effect
#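 Tetracycline-induced HEK293 Trex D1 cells, force-coupled to calcium, dye-loaded; compounds added and read 180 s, then EC80 dopamine added and calcium flux tracked kinetically another 180 s.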
# D2 ag = agonists of human D2 dopamine receptor. actives 0.53% (n = 340,000). activation, % at 2 µM. P14416. AID 485358. HEK293 T-REx D2 cells, calcium flux agonist mode;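 active = activation over 3 SD above normal in the single-dose calcium agonist read, cut at about 30% in these data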; also: 0% is about no effect
#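 Agonism is scored from calcium flux in a force-coupled, inducible HEK293 cell line expressing D2, read kinetically for 180 s after compound addition against dopamine controls.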
# D1 potentiator = potentiators of human D1 dopamine receptor; HEK293 TREx D1 cells, calcium flux, dopamine EC20 potentiation; actives 0.036% (n = 360,000); potentiation, % at 10 µM; AID 504651; P21728; in the data active = potentiation above about 30%; also: 0% is about no effect
# * hit, by the source's call; . = not tested or not shown; & = joins results of further samples. An excerpt; count on the stated rates, not on these rows.
# The line under a structure holds: D2 antagonist, TRHR PAM, D1 agonist, RXFP1 antagonist, RXFP1 agonist, D2 PAM, D1 antag, D2 ag, D1 potentiator
O=c1c2ccccc2c(-c2ccccc2)nn1-c1cc(Cl)ccc1[N+](=O)[O-]
    -9, -1, 2, -1, 3.1%, -2, 0, 0.8, 3
O=C(COc1ncnc2c1cnn2-c1ccccc1)Nc1ccc(S(=O)(=O)N2CCCCC2)cc1
    -5, -3, 3, -25, -0.7%, 4, 13, 0.9, 0
COc1ccc(-c2nnc(-c3cc4ccccc4oc3=O)o2)cc1
    -7, 5, 1, -8, 3.0%, 6, -5, -0.9, -1
O=C(Nc1ccc(N2CCCCC2)cc1)c1cccnc1
    34*, 8, 3, -5, -2.2%, -8, -6, -0.2, 5
Cc1c(C(=O)Nc2ccccc2N2CCN(C)CC2)oc2ccc(F)cc12
    8, 27, 4, 1, 1.5%, -7, -4, 0.1, -6
Cc1ccc(CONC(=O)c2ccc(OC(F)F)cc2)cc1
    ., 8, 0, 17, -0.1%, ., -10, ., 1
CCOc1ccccc1C(=O)NCc1ccco1
    5, -7, 2, 4, 0.4%, -10, 16, 0.4, -4
Cc1ccc(C2CN(c3ccccc3)CC2C(=O)c2ccc(F)cc2)cc1 (stereo not drawn)
    26, 6, 1, -6, -0.3%, 13, 4, 1.0, 12
N#CCC(=O)N/N=C/c1c2ccccc2cc2ccccc12
    ., 3, 3, -7, 0.6%, ., 6, ., 4
Cn1cnnc1Sc1cc(N2CCN(S(=O)(=O)c3ccc(Cl)c(Cl)c3)CC2)ccc1[N+](=O)[O-]
    -34, 2, 6, -12, 1.5%, 2, 0, -1.8, -6
Cc1ccc(N(CC(=O)NCCc2ccccc2C)S(=O)(=O)N(C)C)cc1
    ., 1, -2, ., 4.8%, -17, -12, -0.5, -2
CC(C)CC(NC(=O)OC(C)(C)C)C(=O)NC(C(=O)N1CCCC1C(N)=O)C(C)C (stereo not drawn)
    -4, 23, 2, -14, -1.8%, 5, -1, 0.7, 1
Cc1cc(C)c(S(=O)(=O)NC2CC3CCC2C3)c(C)c1 (stereo not drawn)
    5, 0, -1, -11, 0.9%, -4, -4, 0.8, -9
CCOC(=O)c1nn(-c2ccc(C)c(C)c2)cc1O
    ., 11, 0, -11, -0.2%, ., ., ., 0
CCOc1ccc(-c2nc(-c3cccnc3)no2)cc1
    -18, -7, 1, -36, 0.3%, -4, 22, 0.4, -4
O=c1cc(N2CCc3ccccc3C2)[nH]c(=O)n1Cc1ccc(F)cc1
    7, -6, 2, 2, -1.0%, 0, -2, -0.3, -5
CC(C)c1c(O)nc(SCc2ccccc2)[nH]c1=O
    -25, 2, 2, 0, 1.5%, 1, -4, 0.6, -4
Cc1ccc2c(=O)cc(C(=O)Nc3ccc(S(=O)(=O)N4CCCCC4)cc3)oc2c1
    ., -2, 2, -7, 1.9%, 8, -12, 1.1, 2
CCn1c(=O)c2ccccc2n2c(SCC(=O)N3CCc4ccccc4C3)nnc12
    7, -10, 1, 5, 1.9%, -3, -10, -1.7, -15
COc1ccc(C(=O)CSc2n[nH]c(-c3ccco3)n2)cc1
    7, 2, 0, 11, 1.0%, 4, -5, 0.7, -6

# The last 3 entries of the part above come first, to join the parts:
# The line under a structure holds: D2 antagonist, TRHR PAM, D1 agonist, RXFP1 antagonist, RXFP1 agonist, D2 PAM, D1 antag, D2 ag, D1 potentiator
Cc1ccc2c(=O)cc(C(=O)Nc3ccc(S(=O)(=O)N4CCCCC4)cc3)oc2c1
    ., -2, 2, -7, 1.9%, 8, -12, 1.1, 2
CCn1c(=O)c2ccccc2n2c(SCC(=O)N3CCc4ccccc4C3)nnc12
    7, -10, 1, 5, 1.9%, -3, -10, -1.7, -15
COc1ccc(C(=O)CSc2n[nH]c(-c3ccco3)n2)cc1
    7, 2, 0, 11, 1.0%, 4, -5, 0.7, -6
COc1ccc(OC)c(C2C(C(=O)c3ccco3)=C(O)C(=O)N2CC2CCCO2)c1 (stereo not drawn)
    12, -1, 0, 19, 20%, 21, -11, -0.7, -2
Cc1ccc(-n2c(SCC(=O)Nc3ccc(N4CCOCC4)cc3)nc3ccccc3c2=O)cc1
    4, -7, 1, -10, 1.6%, 4, -3, -1.0, -3
FC(F)(F)Oc1ccc(NC(=S)Nc2ccc(OC(F)(F)F)cc2)cc1
    19, 11, 27, -17, 0.9%, 9, -20, -2.4, -4
CC(=O)Nc1ccc(SC(C)C(=O)NC2CCCC2)cc1 (stereo not drawn)
    -1, -10, 3, -6, 0.0%, 3, 6, -0.3, -2
C=CCOc1ccc(C(c2c(C)n(C)n(-c3ccccc3)c2=O)c2c(C)n(C)n(-c3ccccc3)c2=O)cc1
    -16, 10, 0, 7, -1.8%, 8, 24, -0.2, 1
COc1ccc(C(=O)Nc2cccc(N(C)S(C)(=O)=O)c2)cc1OC
    9, -4, 3, -2, 0.1%, -6, -7, -0.4, 0
Cc1cc(/C=C(\C#N)c2nnc(N3CCOCC3)n2-c2ccccc2)c(C)n1-c1ccccc1
    2, 3, 1, ., -0.1%, -1, 10, -1.5, -6
Cc1cccc(-n2nnc3c(=O)n(CC(=O)Nc4cc(C)on4)cnc32)c1
    13, -1, 2, -1, 5.0%, -4, 11, 0.0, -4
S=c1[nH]nc(-c2cccs2)n1/N=C/c1c(Cl)cccc1Cl
    3, -1, 8, -17, -0.4%, 10, 24, 5.6, -2
O=S(=O)(Nc1ccncc1Cl)c1ccccc1
    5, -1, 5, -18, 0.1%, -3, 14, 0.6, 7
C/C(=N\NC(=O)c1ccccc1)c1c(C)[nH]n(-c2ccccc2)c1=O
    -7, -2, 1, -1, 7.5%, 2, -7, 0.5, -1
COc1ccc(CN=C(C)c2c(C(F)(F)F)[nH]n(-c3nc4ccccc4s3)c2=O)cc1
    5, 3, -1, 9, -0.4%, -1, ., 0.2, -1
N#Cc1ccccc1NC(=O)c1ccc2c(c1)OCO2
    6, 4, 7, 0, 1.5%, -7, 11, 1.1, 0
COc1cccc(CSc2nc(-c3ccccc3F)nc3c2Cc2c(CO)cnc(C)c2O3)c1
    ., 9, 0, -25, 0.3%, -12, 5, ., 4
Cc1cc(Cl)ccc1OCCSc1nnc(-c2cccs2)o1
    ., -2, 22, -13, 1.9%, 16, -4, -2.0, 1
O=C(COc1cccc2c1CCN(Cc1ccccc1)C2=O)N1CCCCC1
    1, -5, 6, 6, 3.0%, -3, -26, 2.8, -5
N=C1C(c2ccccc2)=C(O)CN1CCCO
    -10, 5, 1, -3, -0.5%, 16, -18, 1.8, 0
O=C(NCc1cccs1)c1ccc(CSc2nc3cccnc3n2Cc2ccccc2F)cc1
    ., 15, 5, 2, 5.1%, -11, -8, -0.3, -1
CCOC(=O)N/N=C(/C)c1ccc(N2C(=O)C3CCCCC3C2=O)cc1 (stereo not drawn)
    16, -4, 6, 5, 4.7%, -5, -11, -0.9, -3
Cc1ccc([C@@H]2[C@@H]3C(=O)N(C)C(=O)[C@@H]3[C@]3(C)C(=O)N(Cc4ccc(-c5ccccc5)cc4)CC(=O)N23)o1
    -20, 2, 0, ., 1.3%, 12, -14, -0.4, -3

# (next part)
# The line under a structure holds: D2 antagonist, TRHR PAM, D1 agonist, RXFP1 antagonist, RXFP1 agonist, D2 PAM, D1 antag, D2 ag, D1 potentiator
Cc1[nH]c2ccccc2c1C1(O)C(=O)N(Cc2ccccc2)c2ccc(Br)cc21 (stereo not drawn)
    ., 1, 0, ., -1.1%, 9, -4, 0.5, -2
CN(C(=O)CSc1cn(CC(=O)N2CCOCC2)c2ccccc12)c1ccccc1
    ., 14&-4, 2&2, 0&4, -3.8%&3.6%, -4, -11&4, ., -4&0
Cc1cc(C)c2c(n1)SCC(=O)N2CC(=O)Nc1ccc(F)cc1
    1, -2, 4, -1, 0.2%, 6, 14, -0.6, -6
CCCCCSc1nnc2c(n1)OC(c1ccc(C)s1)N(C(C)=O)c1ccccc1-2 (stereo not drawn)
    ., 8, 1, -16, 4.5%, -5, 15, -0.8, 2
CCN(CC(=O)Nc1ccc(NC(C)=O)cc1)C(=O)CCN1C(=O)C2CC=CCC2C1=O (stereo not drawn)
    23, 10, 3, 5, 0.3%, -6, -44*, 2.1, -5
CCNC(=O)c1ccc(CSc2nc3cccnc3n2Cc2ccc(OC)cc2)cc1
    ., -15, 0, -2, 10%, -13, -4, -0.2, -4
CN(Cc1ccccc1)C(=O)CCNS(=O)(=O)c1ccc2c(c1)oc(=O)n2C
    7, -7, 1, -6, 2.5%, -4, -20, -0.9, -5
CCN1CCN(S(=O)(=O)c2ccc(Cl)c(C(=O)Nc3nnc(CC(C)C)s3)c2)CC1
    16, -6, 0, -11, 0.5%, 6, -12, 0.2, 5
Cn1nccc1NC(=O)CC1(CC(=O)O)CCCCC1
    5, 6, 1, 1, 0.9%, 3, -1, 1.3, -1
COc1cccc(CSc2nnc(-c3ccc(F)cc3)o2)c1
    -11, 3, 2, 0, 1.4%, 4, -19, -0.4, 1
CCCc1ccc(-c2ccc(-c3noc(-c4ccncc4)n3)cc2)nc1
    1, 5, 8, -1, 1.4%, 10, 29, 0.1, 0
CCOC(=O)n1n[n+]([O-])c2ccccc21
    ., -1, 3, 5, 0.9%, -6, 5, ., -2
CCOc1ccc(N2C(=O)CC(Sc3n[nH]c(-c4ccccc4)n3)C2=O)cc1 (stereo not drawn)
    -5, 3, 2, -9, -3.1%, 1, -1, -0.3, -2
Cn1c(=O)c2c(nc(SCC(=O)Nc3ccccc3F)n2Cc2ccc(Cl)cc2)n(C)c1=O
    ., 0, 0, ., 3.8%, 11, 1, -0.3, -3
O=C(NNc1c2ccccc2nc2ccccc12)C12CC3CC(CC(C3)C1)C2
    -5, -6, 5, -8, -2.3%, -3, 11, 0.5, 4

# Structures listed so far with a nitro group on carbon:
# The line under a structure holds: D2 antagonist, TRHR PAM, D1 agonist, RXFP1 antagonist, RXFP1 agonist, D2 PAM, D1 antag, D2 ag, D1 potentiator
O=c1c2ccccc2c(-c2ccccc2)nn1-c1cc(Cl)ccc1[N+](=O)[O-]
    -9, -1, 2, -1, 3.1%, -2, 0, 0.8, 3
Cn1cnnc1Sc1cc(N2CCN(S(=O)(=O)c3ccc(Cl)c(Cl)c3)CC2)ccc1[N+](=O)[O-]
    -34, 2, 6, -12, 1.5%, 2, 0, -1.8, -6
